From PubChem
Anthrax LF prot: blocks Bacillus anthracis lethal factor protease. P15917. multiplex microsphere protease cleavage assay, LF. inhibition, % at 10 µM. hit rate 0.12% among 360,000. AID 588501; in the data active = inhibition above about 30%; note: plate controls were buffer without enzyme for full effect and enzyme alone for no effect
SSB-PriA inh: K. pneumoniae PriA-SSBct interaction inhibition; AlphaScreen SSBct-PriA binding, biotinylated peptide; inhibition, % at 33 µM; hit rate 0.6% among 430,000; AID 1272365; in the data active = inhibition mostly above about 37%, no sharp cut-off; inactive = mostly below about 20%;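 note: plate controls were negative control peptide for no effect and reference peptide for full effect; strong numbers were not always called active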
PfHsp40 yeast: compounds rescuing yeast from Plasmodium falciparum HSP40 toxicity | hit rate 0.68% among 340,000 | AID 504582 | S. cerevisiae expressing PfHsp40, growth rescue, ATP luminescence | growth rescue, % at 12.5 µM; in the data active = growth rescue above about 28%, passing the limit was not always enough;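 note: yeast W303a lacking pdr1 and pdr3 grown in galactose medium; growth measured after three days at 30 °C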
TcdB GH inh: blocks C. difficile toxin B glycohydrolase activity; P18177; TcdB glycohydrolase enzymatic assay, plate reader; inhibition, % at 9.99 µM; hit rate 0.24% among 350,000; AID 652162; in the data active = inhibition above about 10%
Target sequence (P18177 whole entry, looked up): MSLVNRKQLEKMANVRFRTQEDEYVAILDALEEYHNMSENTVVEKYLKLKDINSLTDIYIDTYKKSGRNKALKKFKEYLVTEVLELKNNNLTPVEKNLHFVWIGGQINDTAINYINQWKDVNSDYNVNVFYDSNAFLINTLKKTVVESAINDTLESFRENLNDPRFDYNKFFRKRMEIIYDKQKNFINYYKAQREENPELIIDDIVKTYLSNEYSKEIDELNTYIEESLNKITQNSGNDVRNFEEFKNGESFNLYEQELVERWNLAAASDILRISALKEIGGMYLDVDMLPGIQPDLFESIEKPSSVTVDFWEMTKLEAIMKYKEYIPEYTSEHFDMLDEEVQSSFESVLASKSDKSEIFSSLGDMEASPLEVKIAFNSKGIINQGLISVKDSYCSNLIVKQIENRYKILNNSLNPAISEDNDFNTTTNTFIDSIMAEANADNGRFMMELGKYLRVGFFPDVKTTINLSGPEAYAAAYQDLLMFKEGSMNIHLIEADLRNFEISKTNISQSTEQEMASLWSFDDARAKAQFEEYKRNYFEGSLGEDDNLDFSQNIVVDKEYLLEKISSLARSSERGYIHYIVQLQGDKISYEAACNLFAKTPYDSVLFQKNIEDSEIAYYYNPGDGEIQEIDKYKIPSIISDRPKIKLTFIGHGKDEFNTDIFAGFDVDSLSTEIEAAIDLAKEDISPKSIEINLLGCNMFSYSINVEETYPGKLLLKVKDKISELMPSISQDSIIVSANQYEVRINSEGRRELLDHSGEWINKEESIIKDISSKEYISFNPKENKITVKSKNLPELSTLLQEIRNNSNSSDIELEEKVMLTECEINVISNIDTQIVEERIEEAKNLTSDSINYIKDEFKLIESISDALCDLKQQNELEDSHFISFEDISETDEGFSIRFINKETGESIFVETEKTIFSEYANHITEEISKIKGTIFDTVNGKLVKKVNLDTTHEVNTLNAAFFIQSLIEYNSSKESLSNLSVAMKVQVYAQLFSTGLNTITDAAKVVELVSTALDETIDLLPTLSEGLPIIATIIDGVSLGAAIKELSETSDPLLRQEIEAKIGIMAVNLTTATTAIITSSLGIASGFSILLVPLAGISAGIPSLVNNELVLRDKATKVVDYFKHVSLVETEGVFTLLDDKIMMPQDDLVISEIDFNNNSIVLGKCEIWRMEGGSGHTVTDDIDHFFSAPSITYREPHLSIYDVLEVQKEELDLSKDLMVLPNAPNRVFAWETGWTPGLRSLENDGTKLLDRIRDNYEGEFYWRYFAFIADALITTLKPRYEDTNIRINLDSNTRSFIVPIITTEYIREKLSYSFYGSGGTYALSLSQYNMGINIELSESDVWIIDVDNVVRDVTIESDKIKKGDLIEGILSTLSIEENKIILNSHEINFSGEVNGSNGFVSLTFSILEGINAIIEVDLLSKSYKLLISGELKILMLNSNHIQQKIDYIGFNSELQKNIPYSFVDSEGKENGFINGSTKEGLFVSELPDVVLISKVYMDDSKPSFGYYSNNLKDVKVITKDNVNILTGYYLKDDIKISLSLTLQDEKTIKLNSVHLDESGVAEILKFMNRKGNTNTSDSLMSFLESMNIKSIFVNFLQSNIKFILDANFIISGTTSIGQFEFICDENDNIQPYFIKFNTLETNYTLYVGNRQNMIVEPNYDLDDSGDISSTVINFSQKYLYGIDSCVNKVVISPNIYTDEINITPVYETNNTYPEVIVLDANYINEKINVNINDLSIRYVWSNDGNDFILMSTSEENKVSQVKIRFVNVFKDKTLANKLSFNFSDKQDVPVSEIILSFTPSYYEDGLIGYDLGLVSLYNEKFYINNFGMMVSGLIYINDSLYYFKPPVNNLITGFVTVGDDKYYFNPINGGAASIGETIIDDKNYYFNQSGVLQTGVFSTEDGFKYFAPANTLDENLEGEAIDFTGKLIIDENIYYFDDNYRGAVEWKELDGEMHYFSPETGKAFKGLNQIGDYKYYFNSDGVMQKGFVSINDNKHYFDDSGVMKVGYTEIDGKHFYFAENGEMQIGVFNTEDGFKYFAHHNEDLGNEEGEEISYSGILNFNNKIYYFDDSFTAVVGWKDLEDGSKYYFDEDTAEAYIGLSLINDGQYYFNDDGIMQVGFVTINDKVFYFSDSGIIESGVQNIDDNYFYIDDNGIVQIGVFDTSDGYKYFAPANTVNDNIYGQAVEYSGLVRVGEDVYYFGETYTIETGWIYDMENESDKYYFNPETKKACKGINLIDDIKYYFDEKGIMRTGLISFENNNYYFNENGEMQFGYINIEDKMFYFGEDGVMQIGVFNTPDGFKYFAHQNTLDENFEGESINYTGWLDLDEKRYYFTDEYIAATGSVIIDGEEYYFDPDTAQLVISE
Vc quorum ag: induces V. cholerae light production without autoinducers. AID 588436. activation, % at 18.7 µM. hit rate 0.16% among 350,000. V. cholerae BH1578 lux reporter, luminescence, 6 h; in the data active = activation mostly above about 9.7%, no sharp cut-off; note: not every result past the cut was called active; inactives centre near 0; reference of the scale not given here
Rv3671c inh: Rv3671c (M. tuberculosis) protease inhibition; hit rate 0.048% among 320,000; P9WHR9; inhibition, % at 5.96 µM; in the data active = inhibition above about 38%;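 note: extracellular domain of Rv3671c used as enzyme; 0% = enzyme with DMSO and 100% = no enzyme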
MazF activator: MazEF (E. coli) toxin RNase activation. activation, % at 20 µM. AID 504720. hit rate 0.32% among 350,000. FAM/BHQ RNA-DNA oligo cleavage fluorescence, 5 h; in the data active = activation above about 50%
3CLpro inhibitor: SARS-CoV 3CLpro protease inhibition | inhibition, % at 6 µM | recombinant SARS-CoV 3CLpro, quenched FRET peptide cleavage | hit rate 0.14% among 290,000; in the data active = inhibition above about 12%
VHR inh abs: blocks human VHR1 dual specificity phosphatase; P51452; recombinant VHR phosphatase, pNPP absorbance; inhibition, % at 13.3 µM; hit rate 0.52% among 290,000; in the data active = inhibition above about 50%; note: some compounds called inactive have numbers as strong as hits
Y pestis TopoI: inhibitors of Yersinia pestis topoisomerase I. Y. pestis Topo-I cleavage product accumulation, plate reader. activity, % at 10 µM. hit rate 0.064% among 360,000. AID 504884; in the data active = activity above about 50%, passing the limit was not always enough; note: inactives centre near 2
Starred values were filed as active, the others as inactive; i = inactive; nt = no result given; & = joins results of further samples. Only part of the results is shown; the hit share may differ from the screen's.

SMILES	Anthrax LF prot	SSB-PriA inh	PfHsp40 yeast	TcdB GH inh	Vc quorum ag	Rv3671c inh	MazF activator	3CLpro inhibitor	VHR inh abs	Y pestis TopoI
O=C(Nc1ccc(Cl)c(S(=O)(=O)N2CCCC2)c1)c1nn(CCO)c(=O)c2ccccc12	0.8	-1.6	-0.4	0.3	i	nt	1.2	nt	nt	16.7
O=C(CN1C(=O)NC2(CCCCCCC2)C1=O)NCc1ccccc1Cl	1.2	-3.1	-2.5	-0.4	i	5.0	-6.7	nt	nt	-3.2
COC(=O)c1ccc(CN(c2ccccc2OC)S(=O)(=O)c2cccs2)o1	5.5	-1.7	0.3	nt	-0.9	-1.4	-2.3	5.7	-15.9	-4.8
Cc1ccc(CNC(=O)C2CCN(S(=O)(=O)c3ccc4c(c3)OCCCO4)CC2)cc1	3.5	-3.7	2.0	nt	-0.2	6.5	3.5	0.9	12.6	5.0
CCOc1ccc(C2C3=C(CCCC3=O)Nc3ccc4ncccc4c32)cc1 (stereo not drawn)	-5.4	-6.3	-0.8	1.8	i	11.0	6.7	4.6	24.5	9.1
O=C(NCCCN1CCN(Cc2ccccc2)CC1)C1CCN(c2nnc(-n3cccc3)s2)CC1	-10.1	-14.7	-0.2	nt	i	1.8	1.5	-1.3	22.5	14.3
COc1ccc(-c2csc(N3C(=O)C4C5c6ccccc6C(c6ccccc65)C4C3=O)n2)cc1 (stereo not drawn)	-1.3	2.1	-1.0	nt	-0.6	-3.4	-14.9	2.4	16.4	5.2
CCS(=O)(=O)n1c(Cc2cccs2)nc2ccccc21	-4.7	-6.6	0.1	0.7	10.6	1.9	-6.0	nt	nt	6.7
COc1cccc2c(=O)n(CC(=O)NC3CCCCC3)ccc12	-9.8	-8.8	-0.7	0.5	-0.3	-1.2	10.2	-1.4	5.6	6.9
COc1ccc(CCN(C)C2CCCN(S(C)(=O)=O)C2)cc1OC (stereo not drawn)	nt	-13.8	-0.5	-1.7	-0.4	4.0	-10.2	-0.6	-7.4	-7.5
CCCSc1nnc(NC(=O)c2sc3nc(-c4cccs4)ccc3c2N)s1	1.2	-8.5	0.2	nt	-0.7	-0.3	-17.8	1.2	-14.5	-1.9
CNC[C@H]1Oc2c(NS(=O)(=O)c3ccc(OC)cc3)cccc2C(=O)N([C@H](C)CO)C[C@@H]1C	-9.6	-1.3	-1.5	-0.8&2.8	i	2.9	4.5	nt	nt	-2.1
CCNc1nc(NC(C)(C)C)nc(N(CC)n2cnnc2)n1	-0.6	-13.7	-0.2	nt	-1.8	0.0	7.3	-1.4	10.2	1.8
COC(=O)C1=C(C)NC(C)=C(C(=O)OC)C1C(=O)OCC(=O)N1CCCCC1C (stereo not drawn)	-0.7	5.2	-1.4	0.8	1.4	nt	5.3	nt	nt	-6.3
CCN(CC)NC(=O)Nc1ccccc1	-0.1	-18.5	-0.3	0.7	i	-3.0	-10.3	0.2	5.6	4.0
Cc1ccc(S(=O)(=O)N2CCN(c3ccc(N4CCOCC4)nn3)CC2)cc1[N+](=O)[O-]	3.1	10.7	0.2	-1.1	i	1.0	6.7	nt	nt	5.9
O=C(CSc1nnc(-c2ccccc2)n1-c1ccccc1)N1c2ccccc2Sc2ccccc21	-4.1	-6.1	0.6	nt	-0.7	-1.3	0.9	0.2	-7.9	3.5
CC12CCC(=O)N1C(C(=O)NCc1ccccc1Cl)CS2 (stereo not drawn)	-2.2	-3.9	-1.1	1.2	i	-4.8	3.2	nt	nt	0.5
O=[N+]([O-])c1cccc(CN2CCN(Cc3ccco3)CC2)c1	-11.9	-4.0	-1.1	1.5	-0.8	-1.2	3.6	6.2	-11.0	3.9
C=C(C)Cn1c(CCn2c3ccccc3c3ccccc32)n[nH]c1=S	-2.4	-6.5	0.2	0.0	-0.2	-1.5	1.9	3.8	4.7	26.5

Exported field by field: entries from further up
> COc1cccc2c(=O)n(CC(=O)NC3CCCCC3)ccc12
  Anthrax LF prot: -9.8	SSB-PriA inh: -8.8	PfHsp40 yeast: -0.7	TcdB GH inh: 0.5	Vc quorum ag: -0.3	Rv3671c inh: -1.2	MazF activator: 10.2	3CLpro inhibitor: -1.4	VHR inh abs: 5.6	Y pestis TopoI: 6.9

> COc1ccc(CCN(C)C2CCCN(S(C)(=O)=O)C2)cc1OC (stereo not drawn)
  Anthrax LF prot: nt	SSB-PriA inh: -13.8	PfHsp40 yeast: -0.5	TcdB GH inh: -1.7	Vc quorum ag: -0.4	Rv3671c inh: 4.0	MazF activator: -10.2	3CLpro inhibitor: -0.6	VHR inh abs: -7.4	Y pestis TopoI: -7.5

> CCCSc1nnc(NC(=O)c2sc3nc(-c4cccs4)ccc3c2N)s1
  Anthrax LF prot: 1.2	SSB-PriA inh: -8.5	PfHsp40 yeast: 0.2	TcdB GH inh: nt	Vc quorum ag: -0.7	Rv3671c inh: -0.3	MazF activator: -17.8	3CLpro inhibitor: 1.2	VHR inh abs: -14.5	Y pestis TopoI: -1.9

> CNC[C@H]1Oc2c(NS(=O)(=O)c3ccc(OC)cc3)cccc2C(=O)N([C@H](C)CO)C[C@@H]1C
  Anthrax LF prot: -9.6	SSB-PriA inh: -1.3	PfHsp40 yeast: -1.5	TcdB GH inh: -0.8&2.8	Vc quorum ag: i	Rv3671c inh: 2.9	MazF activator: 4.5	3CLpro inhibitor: nt	VHR inh abs: nt	Y pestis TopoI: -2.1

Whole records, quoted from the list. Values in the order: Anthrax LF prot, SSB-PriA inh, PfHsp40 yeast, TcdB GH inh, Vc quorum ag, Rv3671c inh, MazF activator, 3CLpro inhibitor, VHR inh abs, Y pestis TopoI
Entry for O=C(CN1C(=O)NC2(CCCCCCC2)C1=O)NCc1ccccc1Cl : 1.2, -3.1, -2.5, -0.4, i, 5.0, -6.7, nt, nt, -3.2
Entry for O=C(Nc1ccc(Cl)c(S(=O)(=O)N2CCCC2)c1)c1nn(CCO)c(=O)c2ccccc12 : 0.8, -1.6, -0.4, 0.3, i, nt, 1.2, nt, nt, 16.7
Entry for COc1cccc2c(=O)n(CC(=O)NC3CCCCC3)ccc12 : -9.8, -8.8, -0.7, 0.5, -0.3, -1.2, 10.2, -1.4, 5.6, 6.9

Other structures.
SMILES	Anthrax LF prot	SSB-PriA inh	PfHsp40 yeast	TcdB GH inh	Vc quorum ag	Rv3671c inh	MazF activator	3CLpro inhibitor	VHR inh abs	Y pestis TopoI
Oc1c(C(Nc2ccccn2)c2ccccn2)ccc2cccnc12 (stereo not drawn)	3.7	-12.8	63.3*	-1.5	i	14.1	9.5	1.7	4.5	9.4
CCN(CC)C(=O)C1CCCN(c2ncnc3c2cnn3-c2ccc(Cl)cc2)C1 (stereo not drawn)	-0.5	-13.7	-1.7	1.5	-0.2	-0.7	12.0	1.2	21.2	10.7
c1cncc(-c2nn3c(Cn4cnc5ccccc54)nnc3s2)c1	-3.4	-7.4	0.6	nt	-0.4	5.3	0.8	-3.8	-6.0	-8.9
O=C(Nc1ccc2c(c1)nc1n2CCSC1)c1ccco1	5.5	-22.8	-1.3	nt	i	-1.9	-9.5	1.6	6.6	7.0
Cc1sc2ncnc(SCC(=O)NCC3CCCO3)c2c1C (stereo not drawn)	8.8	-2.8	10.9	2.5	-3.7	-5.5	-1.6	nt	nt	6.1
CCC1CCCCN1C(=O)CSc1nnc(-c2cccs2)o1 (stereo not drawn)	0.7	-7.4	-0.4	nt	-0.1	7.6	-2.3	-2.6	23.2	2.5
O=C(CCC(=O)N1CCCCCC1)NCc1ccc(F)cc1	nt	-15.9	-1.3	2.6	-0.3	-5.6	3.0	-1.8	9.2	1.7
Cc1cccc(OCCCC(=O)NCc2ccco2)c1	1.3	-10.8	-0.2	-3.1	i	9.5	-14.9	1.1	20.2	0.2
COc1nc(Nc2ccc(O)cc2)nc(OC(C(F)(F)F)C(F)(F)F)n1	-5.3	7.1	1.8	nt	-2.0	-9.1	3.7	3.1	13.4	-1.2
Cc1cc(N(CCCl)CCCl)ccc1C=NNC(=O)c1cccnc1	-2.0	4.6	0.5	1.2	-3.8	nt	-5.7	nt	nt	-11.0
O=C(NCCc1ccc(Cl)cc1)C1CCN(S(=O)(=O)c2cccs2)CC1	-4.4	8.0	1.9	nt	1.5	2.7	-11.2	4.9	-12.9	-11.2
NNC(=O)CNS(=O)(=O)c1ccc([N+](=O)[O-])cc1	-5.1	13.0	nt	-2.2	-0.4	1.7	7.1	0.4	3.1	-0.4
CC(C)NS(=O)(=O)c1ccc2c3c(cccc13)CC2	-6.1	-9.1	-1.6	-2.1	1.4	2.3	4.3	2.9	-3.2	3.8
COc1cccc(NC(=O)CSc2nnnn2C2CCCC2)c1	0.2	-9.5	-0.3	1.7	i	-4.6	10.1	0.2	-34.7	-3.6
COC(c1ccccc1)c1nnc(CCC(=O)NCc2cccc(-n3cccn3)c2)o1 (stereo not drawn)	-0.8	-4.7	0.4	-0.5	i	-7.7	-3.0	2.8	-1.3	1.4
COc1ccc2nc(C)cc(SCC(=O)OC(C)C)c2c1	3.0	-6.5	-1.1	0.5	-0.5	5.1	-29.1	-6.6	32.9	-3.4
Cc1cc(N2CCC(N(C)C3CCCC3)CC2)nc2cc(O)ccc12	-16.4	0.4	0.0	1.4	-0.3	8.2	9.4	4.5	-10.4	5.2
C=C1N(c2cccc(Cl)c2)C(=O)OC1(C)C	-0.6	-16.0&-29.7	7.6	0.4	-0.3	0.1	9.1	0.9	6.5	4.1
CCOc1ccc(CCNC(=O)c2cccnc2N2CCCC2)cc1OCC	-8.2	-7.7	-1.4	0.0	nt	-4.4	-1.3	1.3	3.3	2.6
CCOc1ccc(S(=O)(=O)c2ccc(C)cc2)c2c1no[n+]2[O-]	-5.4	nt	nt	-5.2	i	nt	-2.0	nt	nt	-2.9
Cc1cc(S(=O)(=O)NC(C)C)ccc1OCC(=O)Nc1ccc2c(c1)OCCO2	2.9	-1.4	-0.4	1.1	0.8	11.1	10.0	-3.6	14.7	8.6
Cc1ncc([N+](=O)[O-])n1S(=O)(=O)c1cc(Cl)ccc1Cl	-5.6	-2.6	-0.8	0.8	i	1.3	10.4	-3.0	-22.9	-5.9
Cc1cc(C)c2[nH]c(=O)c(CN(Cc3cccs3)C(=S)NCC3CCCO3)cc2c1 (stereo not drawn)	-2.1	-13.8	0.1	nt	-1.0	-0.1	-6.5	3.6	-5.5	-5.2
O=C(Nc1ccc(Br)cc1)c1cc(-c2cccs2)on1	0.8	0.4	-0.9	0.5	4.0	5.5	-4.2	0.1	1.4	2.4
Cc1ccc(NC(=O)C(c2ccccc2)N2CCN(CC(=O)N3CCOCC3)CC2)cc1 (stereo not drawn)	-0.3	-0.2	-0.4	0.9	-0.5	-4.0	-1.9	nt	nt	-9.3
O=S(=O)(Nc1ccc(N2CCCCC2)cc1)c1ccccc1	-10.9	15.1	-2.2	nt	2.1	2.9	2.9	3.1	1.9	-1.2
COc1cccc(NC(=O)c2cccc(C(=O)Nc3cccc(OC)c3)c2)c1	1.9	-4.0	0.5	1.4	-0.3	-0.5	1.8	2.1	4.9	1.6
O=C(CSc1nnc(-c2cccnc2)n1Cc1ccco1)N1CCc2ccccc21	-6.9	-5.9	-1.1	nt	-0.3	-1.9	1.7	-4.6	48.6	19.1
O=C(COC(=O)c1c[nH]c(=O)[nH]c1=O)NCc1ccccc1	-1.8	4.2	0.3	nt	-4.0	3.0	6.5	-1.1	2.0	-6.3
CCCCC(=O)N/N=C/c1c(O)n(-c2ccccc2)c(=O)[nH]c1=O	0.5	nt	-0.3	-0.9	-0.2	-13.1	-2.5	-2.1	32.9	4.0
Cc1[nH]c2ccccc2c1C(=O)CSc1ccccn1	0.7	-13.5	-1.3	3.1	i	-18.2	-21.7	2.0	29.3	2.2
O=C(COC(=O)Cc1ccccc1F)Nc1cccc(S(=O)(=O)NC2=NCCCCC2)c1	-2.6	-2.7	-1.5	1.0	-0.1	6.7	5.0	-0.8	11.0	25.9
COc1ccc(S(=O)(=O)Nc2ccc3c(c2)C(=O)N([C@H](C)CO)C[C@H](C)[C@@H](CN(C)C(=O)Nc2ccc4c(c2)OCO4)O3)cc1	0.0	-12.1	2.4	0.3	-0.2	-4.2	4.4	nt	nt	24.3
